# CHRM4 PAM = positive allosteric modulators of human muscarinic M4 receptor; P08173; CHO-K1 hM4/Gqi5, Fluo-8 calcium fluorescence, ACh EC20; 0% = ACh EC20, 100% = maximal ACh; activation, % at 3 µM; 360,000 tested, 0.4% active; AID 624126;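 active = activation above its plate's cutoff, the mean activation of sample wells plus 3 SD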; also: some results filed as inactive read as strong as hits
# Target sequence (P08173 whole entry, looked up): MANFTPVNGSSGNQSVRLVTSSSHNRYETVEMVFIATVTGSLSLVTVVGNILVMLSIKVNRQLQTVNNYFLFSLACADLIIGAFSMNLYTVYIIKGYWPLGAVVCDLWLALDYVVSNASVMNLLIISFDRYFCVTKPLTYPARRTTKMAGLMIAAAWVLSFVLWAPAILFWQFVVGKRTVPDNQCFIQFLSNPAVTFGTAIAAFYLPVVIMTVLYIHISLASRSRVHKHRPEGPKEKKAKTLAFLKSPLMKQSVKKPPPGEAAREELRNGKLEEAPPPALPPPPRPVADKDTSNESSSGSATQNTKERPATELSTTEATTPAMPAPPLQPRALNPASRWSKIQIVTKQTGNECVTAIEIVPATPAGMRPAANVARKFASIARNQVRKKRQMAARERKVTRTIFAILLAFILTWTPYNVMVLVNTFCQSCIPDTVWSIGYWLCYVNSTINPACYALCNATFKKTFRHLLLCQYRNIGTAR
# CHRM5 antagonist = antagonists of human muscarinic M5 receptor (CHRM5); CHO-hM5 cells, Fluo-8 calcium fluorescence, ACh EC80; AID 624040; inhibition, % at 3 µM; 360,000 tested, 0.59% active;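 active = inhibition above a per-plate cutoff, the mean of that plate's test compounds plus 3 SD, cut at about 27% in these data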;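 also: 0% = acetylcholine EC80 with DMSO and 100% = DMSO without agonist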
# CHRM5 PAM = potentiates acetylcholine response at human M5 receptor; CHO-K1 hM5, Fluo-8 calcium, ACh EC20 PAM; 0% = ACh EC20, 100% = ACh EC100; activation, % at 3 µM; 360,000 tested, 0.3% active; P08912; AID 624038;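 active = activation above the run cutoff, the mean activation of all test compounds plus 3 SD, cut at about 18% in these data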
#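 System – CHO-K1 hM5 cells · Compound – 3 µM, single dose · Incubation – compound preincubation 140 s before EC20 acetylcholine addition · Technique – Fluo-8 calcium fluorescence · Measure – Max/basal fluorescence ratio as % of EC20–EC100 ACh window · Benchmarks – low control EC20 acetylcholine (0%), high control EC100 acetylcholine (100%) · Replication – singlicate, one well per test compound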
# CHRM4 antagonist = CHRM4 antagonism in calcium assay; 360,000 tested, 0.73% active; CHO-hM4 cells, ACh EC80, Fluo-8 calcium fluorescence; inhibition, % at 3 µM;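 active = inhibition above its plate's cutoff, the mean inhibition of sample wells plus 3 SD, cut at about 27% in these data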;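 also: 0% = acetylcholine EC80 with DMSO and 100% = DMSO without agonist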
# CRFR2-BP ag = CRF-BP/CRF-R2 complex agonism; AID 588473; HEK293 CRF-R2/CRF-BP, calcium dye fluorescence (FLIPR); percent of saturating CRF peptide response; 350,000 tested, 0.46% active; activation, % at 13.2 µM;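 active = activation of at least 50%, plus an integration ratio under a set limit after plate pattern correction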;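 also: plate controls were neutral control wells without compound for no effect and CRF at EC100 for full effect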
# CHRM5 agonist = agonists of human muscarinic M5 receptor (CHRM5); 360,000 tested, 0.19% active; AID 624037; activation, % at 3 µM; P08912; CHO-K1 hM5 cells, Fluo-8 calcium fluorescence; 0% DMSO wells, 100% maximal acetylcholine response;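 active = activation above the run's mean over test compounds plus 3 SD, cut at about 23% in these data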;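 also: signal is peak over basal fluorescence ratio across the kinetic read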
# CHRM1 antagonist = antagonists of human M1 muscarinic receptor | CHO-K1 hM1, Fluo-8 calcium fluorescence, ACh EC80 antagonist | inhibition, % at 3 µM | 360,000 tested, 1.3% active | AID 588852;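 active = percent inhibition above its own plate's cutoff, namely the mean of that plate's compound wells plus 3 SD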;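 also: peak over basal fluorescence ratio during 140 s after agonist addition; 0% = ACh EC80 plus DMSO and 100% = DMSO alone without agonist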
# Target sequence (P11229 whole entry, looked up): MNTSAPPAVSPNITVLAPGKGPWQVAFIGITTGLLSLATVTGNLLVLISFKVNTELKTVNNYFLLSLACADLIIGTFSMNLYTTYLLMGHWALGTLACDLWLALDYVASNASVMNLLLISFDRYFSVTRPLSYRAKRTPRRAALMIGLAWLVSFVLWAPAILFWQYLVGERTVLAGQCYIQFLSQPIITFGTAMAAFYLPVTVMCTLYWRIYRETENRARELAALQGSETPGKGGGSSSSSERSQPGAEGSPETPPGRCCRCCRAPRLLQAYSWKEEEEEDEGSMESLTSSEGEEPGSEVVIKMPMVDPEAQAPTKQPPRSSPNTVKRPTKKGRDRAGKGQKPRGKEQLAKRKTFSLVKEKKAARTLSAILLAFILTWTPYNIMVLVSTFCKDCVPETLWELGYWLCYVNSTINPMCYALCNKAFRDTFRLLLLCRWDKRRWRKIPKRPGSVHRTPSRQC
# CHRM1 PAM = human CHRM1 positive allosteric modulation; P11229; CHO-K1 hM1, Fluo-8 calcium fluorescence, ACh EC20; 0% = ACh EC20, 100% = maximal ACh; activation, % at 3 µM; 360,000 tested, 0.088% active; AID 588819; in the data active = activation above about 19%, passing the limit was not always enough
# M4 ag = agonists of human muscarinic M4 receptor (CHRM4). P08173. CHO-K1 hM4/Gqi5, Fluo-8 calcium fluorescence; vehicle 0%, full acetylcholine response 100%. activation, % at 3 µM. 360,000 tested, 0.14% active;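 active = activation above the run mean over all test wells plus 3 SD, cut at about 32% in these data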;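 also: peak over basal fluorescence ratio per well then scaled between controls; 0% = DMSO wells and 100% = acetylcholine at EC100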
# Numbers without * were called inactive; . = not tested or not shown. Compounds were not picked by outcome; about 2.8% have a hit in one of these screens.
SMILES,CHRM4 PAM,CHRM5 antagonist,CHRM5 PAM,CHRM4 antagonist,CRFR2-BP ag,CHRM5 agonist,CHRM1 antagonist,CHRM1 PAM,M4 ag
COc1ccc(CC(=O)NCC(=O)N/N=C/c2ccco2)cc1,9,-5,2,1,-0.1,-2,8,0,0
COc1ccc(OC)c(C(=O)NC(CC(N)=O)c2ccc(N3CCN(c4ccccn4)CC3)c([N+](=O)[O-])c2)c1 (stereo not given),11,3,5,-17,-3.9,-4,-6,5,5
O=C(NCCc1nnc2ccccn12)c1cccs1,-3,-19,9,-9,-0.6,0,-5,4,1
CN1CCN(C/C(=C2/N=C(c3ccccc3)OC2=O)N(C)C)CC1,0,-1,8,-4,0.1,-2,-9,6,3
Cc1ccc(OCC(=O)N2CCN(C(=O)CCC3CCCC3)CC2)cc1,1,-7,0,-3,-2.0,-3,-8,4,2
O=C(NCC1COc2ccccc2O1)Nc1ccccc1F (stereo not given),-9,-2,0,0,0.5,-2,-5,1,1
Cc1cc(=O)[nH]c(N/N=C/c2ccc(-c3ccc([N+](=O)[O-])cc3)o2)n1,-3,9,-7,2,0.7,-2,-10,5,1
CCN1CCN(C(=O)c2cc3cc4ccc(OC)cc4nc3s2)CC1,5,-4,7,-1,7.3,-5,-7,7,1
Cc1ccc(-c2nnc(SCC(=O)N3c4ccccc4NC(=O)C3(C)C)n2N)cc1,5,-3,1,-6,2.1,-2,-6,9,0
CCOc1ccc(Nc2oc(Cc3ccccc3)nc2C#N)cc1,3,0,-6,2,0.7,-2,3,6,-3
CCN(CC)S(=O)(=O)c1cccc(C(=O)N2CC(O)CC2C(=O)OC)c1 (stereo not given),7,1,6,-20,5.1,-2,0,0,1
COc1cccc(NC(=O)Cn2c(=O)n(CC3CCCO3)c(=O)c3ccccc32)c1 (stereo not given),1,7,-3,-7,-1.7,-2,-2,5,0
COc1ccc(-c2nnc(OC)c3ccccc23)cc1,-15,4,-2,35*,0.1,0,-8,5,1
CCOC(=O)c1c(-c2ccco2)csc1NC(=O)COC(=O)c1cnccn1,13,10,-6,-11,0.9,0,-4,11,2
Cc1ccc(NC(=O)Nc2cccs2)cc1,9,-1,-10,-3,4.4,4,3,0,6
C#CCn1cc2c(c1-c1ccccc1)c(=O)n(C)c(=O)n2C,0,10,-3,0,-1.0,3,-8,-4,3
CCc1ccccc1N1C(=O)CC(N2CCc3ccccc32)C1=O (stereo not given),9,-12,6,-7,-1.4,0,-11,15,2
CCOC(=O)C1CCN(Cc2cccc(Oc3ccccc3)c2)CC1,-6,3,-10,-1,1.0,-22,21,-19,0
COc1ccc(O)c(C(=O)c2cnn(S(=O)(=O)c3ccc(C)cc3)c2)c1,-1,6,-12,-10,0.4,0,1,4,4
Cc1ccc(CN2CCNC(=O)C2CC(=O)NC2CCCCCC2)o1 (stereo not given),-4,8,2,3,5.2,-3,-4,8,0
COc1cc2c(cc1NC(=O)C(Cl)Cl)-c1ccc(NC(=O)C(Cl)Cl)cc1C2,2,8,-6,8,2.2,-1,1,-5,2
COCCN1Cc2cccc(C(=O)Nc3cc(OC)ccc3OC)c2C1=O,0,2,-1,-5,61*,-3,-25,7,2
O=C(Nc1ccc2c(c1)OCCO2)c1cnccn1,1,-9,2,-4,-0.1,4,-8,11,0
CN(Cc1ccno1)Cc1cn(C)nc1-c1ccc(Oc2ccccc2)cc1,-8,1,-16,-21,-3.2,-4,7,-9,8
CCc1ccc2c(c1)C(=O)CCC2,7,14,-1,-18,-3.4,2,0,-1,1
Cc1ccc(OCCSc2nc(N)cc(N)n2)cc1,-10,-4,-4,11,0.1,1,-2,3,0
O=C(CSc1nnc(CNC(=O)c2ccccc2F)o1)NCc1ccco1,-1,11,-3,1,0.4,-5,-15,10,0
CC1CCN(C(=O)CNC(=O)Cc2ccccc2)CC1,2,13,-3,0,0.0,1,-11,9,1
CNC(=O)C(=O)Nc1cc2c3c(c1)CCN3C(=O)CC2,-1,4,-6,-2,0.2,-4,-2,1,2
Cc1ccccc1C1c2[nH]c3ccccc3c2CCN1C(=O)c1ccc(=O)n(C)n1 (stereo not given),-7,13,-4,0,6.2,0,-4,5,10

# 3 entries from above, with values under each structure:
# Below each compound – CHRM4 PAM | CHRM5 antagonist | CHRM5 PAM | CHRM4 antagonist | CRFR2-BP ag | CHRM5 agonist | CHRM1 antagonist | CHRM1 PAM | M4 ag
> COc1ccc(O)c(C(=O)c2cnn(S(=O)(=O)c3ccc(C)cc3)c2)c1
→ -1 | 6 | -12 | -10 | 0.4 | 0 | 1 | 4 | 4
> Cc1ccc(CN2CCNC(=O)C2CC(=O)NC2CCCCCC2)o1 (stereo not given)
→ -4 | 8 | 2 | 3 | 5.2 | -3 | -4 | 8 | 0
> COc1cc2c(cc1NC(=O)C(Cl)Cl)-c1ccc(NC(=O)C(Cl)Cl)cc1C2
→ 2 | 8 | -6 | 8 | 2.2 | -1 | 1 | -5 | 2

# (more compounds)
SMILES,CHRM4 PAM,CHRM5 antagonist,CHRM5 PAM,CHRM4 antagonist,CRFR2-BP ag,CHRM5 agonist,CHRM1 antagonist,CHRM1 PAM,M4 ag
Cc1ccc(OCCNC(=O)[C@H]2O[C@@H](n3ccc(=O)[nH]c3=O)[C@H](O)[C@@H]2O)cc1C,-3,1,7,13,.,1,-7,-4,1
O=C(Nc1nc(-c2ccc3c(c2)Cc2ccccc2-3)cs1)c1ccccc1,-3,0,-1,8,0.0,0,14,-7,4
O=C(NC1CC1)c1cccc2c1C(=O)c1ccc(N3CCC(Cc4ccccc4)CC3)cc1S2(=O)=O,-10,24,-16,27*,83*,15,26,-11,26
O=c1oc(CCCO)cc2ccc(/C=C/c3cccc([N+](=O)[O-])c3)cc12,-3,10,1,-9,0.0,4,6,0,1
Cc1cc(S(=O)(=O)N2CCCCC2CCNC(=O)C(=O)NCC2CCCO2)ccc1F (stereo not given),2,7,-1,0,-2.4,-1,-7,5,1
CCCCN1CCN=C1N(C)C,1,7,2,-3,0.2,-4,8,1,0
Cn1c(SCC(=O)N2CCOCC2)nnc1-c1ccco1,-5,12,-1,-1,-1.6,-3,-8,3,1
N#Cc1cnn2c(-c3ccccc3)ccnc12,-1,3,-5,-3,-0.3,-1,-14,8,1
CCCCCCCc1nn2c(=O)cc(O)nc2s1,24,-12,6,-16,0.3,1,-2,3,1
Cc1nn2c(-c3ccc(S(=O)(=O)N4CCN(CCO)CC4)o3)nnc2c2ccccc12,-14,4,2,-8,-0.9,-3,-2,5,2
CCN(CC(=O)NCc1ccc(F)cc1)C(=O)c1oc2ccccc2c1C,-8,4,-7,-3,-0.7,-3,12,-7,3
O=C(CSc1nnc2c(n1)[nH]c1ccccc12)Nc1ccc(S(=O)(=O)Nc2ncccn2)cc1,-3,-6,-6,-2,-0.4,-3,6,-2,0
COc1ccc(NC(=O)COc2ccccc2Cc2ccccc2)cc1S(=O)(=O)N1CCOCC1,-4,4,-17,-1,0.7,-3,10,-4,11
CCN(CC)C(=O)CSc1nnc(SC(C)C(=O)NC2CC2)s1 (stereo not given),4,1,2,2,0.9,1,-6,2,2
Cc1ccc(C(=O)CSc2nnc(COc3cc(C)cc(C)c3)o2)cc1,4,-5,0,-6,0.4,-2,-6,8,0
COc1cc(NC(=S)NC2CC(C)(C)NC(C)(C)C2)c(OC)cc1Cl,4,-6,-2,2,-1.8,-3,2,4,1
CCOc1cc(S(=O)(=O)NC2CCCC2)ccc1Cl,10,-9,2,0,-0.9,-10,-9,6,2
Cc1cc(C)cc(NC(=O)C(OC(=O)c2sccc2C)c2ccccc2)c1 (stereo not given),-3,-3,-4,2,0.4,-3,-1,0,-1
CC(C)Oc1ccc(/C=N/NC(=O)C(CSCc2ccccc2)NC(=O)c2ccc([N+](=O)[O-])cc2)cc1 (stereo not given),-2,4,-4,-12,104*,-3,-4,1,-1
O=C(c1ccc(-n2nc(C(F)(F)F)c3c2CCCC3)cc1)N1CCOCC1,-1,-6,2,-1,2.9,-1,-3,8,1
Cc1c(C(=O)OCC(=O)NCCc2ccc(S(N)(=O)=O)cc2)oc2ccccc12,1,3,-4,7,-1.2,1,-9,2,1
Cc1cc(-c2nnc(SCC(=O)c3ccc(Cl)cc3)o2)no1,9,0,4,6,-0.5,-1,-4,10,0
CC1(C)CC(=O)C2=C(C1)NC(=O)CC2c1ccccc1F (stereo not given),8,0,2,0,1.6,-4,9,-5,1
Nc1nc(=O)n(C2CC(O)C(CO)O2)cc1F (stereo not given),4,-3,11,-17,0.8,0,-18,5,1
COc1cc2ncnc(NCCCN3CCOCC3)c2cc1OC,0,11,0,-4,1.3,-3,4,4,1
c1csc(-c2nc(NCC3CCCO3)c3ccccc3n2)c1 (stereo not given),-4,-8,1,-5,0.7,1,9,-3,11
CCc1ccc(OCCCC(=O)Nc2ccc(N3CCOCC3)cc2)cc1,0,-2,-2,-13,4.2,-2,-5,6,2
COc1ccc(NC(=O)N(C)C[C@@H]2Oc3ncc(Br)cc3C(=O)N([C@@H](C)CO)C[C@@H]2C)cc1,6,-2,2,-10,1.4,-1,-9,6,1
Cc1cccc(OCC(=O)NC2CCCCCC2)c1C,4,-5,0,8,-1.4,-3,-2,16,-1
CC(C)C[C@H](NC(=O)c1[nH]cnc1C(=O)Nc1ccc(CNC(=O)OC(C)(C)C)cc1)C(=O)OC(C)(C)C,5,6,-11,14,1.1,4,24,-7,7
Cc1ccc(S(=O)(=O)N(c2ccc(Br)cc2)C2C=CS(=O)(=O)C2)cc1 (stereo not given),-2,6,2,-5,-1.2,-3,-11,9,1
N#Cc1cnn(-c2ccccc2)c1NC(=O)CN1CCN(c2ccccc2)CC1,-7,10,-10,-6,0.6,2,3,1,7
COC(=O)C1(C(=O)OC)C/C=C\CCN(S(=O)(=O)c2ccccc2[N+](=O)[O-])CC1,-4,4,-5,-2,.,0,.,.,3
CCC(=O)Nc1ccc2c(c1)nc1n2CCN(CCOC)C1,7,7,-3,-13,0.5,-2,-14,12,1
CCO/N=C(\C)c1c(O)cc(C(C)C)n(-c2ccccc2)c1=O,11,-1,2,8,8.6,-2,1,7,0
COc1cc(OC)cc(C(=O)NC(=S)Nc2ccc3c4c(cccc24)CC3)c1,8,11,-2,2,1.4,-1,-13,9,1
COc1ccc(Nc2ccc(Cl)nn2)cc1,-2,1,2,-1,-1.5,-4,-8,7,1
COc1ccc(CNCCCn2cnc(C(=O)Nc3ccc(C)c(C)c3)n2)cc1,4,3,1,3,0.7,0,3,-2,3
CCn1ccnc1CN(C)C(=O)c1cc(COc2ccc(-n3cncn3)cc2)on1,-10,12,-8,11,-1.4,2,-9,-3,4
O=C(O)CCC(=O)NNC(=O)COc1cccc(Cl)c1,6,13,21*,5,3.4,0,2,-1,0
COc1ccc(-c2ccc(/C=C3\C(=O)N(c4ccccc4)N=C3c3ccccc3)o2)c([N+](=O)[O-])c1,0,2,-7,0,-0.8,4,-6,8,1
CCC(CC)CN1CCC(CN2C(=O)C(=O)NC[C@@H]2CC(C)C)CC1,18,-5,6,-21,.,1,-14,-4,0
Cc1ccc(-c2nn(-c3ccccc3)cc2CN(Cc2ccccc2)C(=O)c2ccco2)o1,-27,10,-13,52*,5.0,2,29,-5,10
CCc1[nH]nc2c1C1(C(=O)N(Cc3ccccc3)c3ccccc31)C(C#N)=C(N)O2 (stereo not given),-3,0,2,1,-0.6,0,1,3,2

# Source: PubChem BioAssay
